SKN-1 inh = blocks SKN-1 activity in C. elegans; C. elegans VP596 Pgst-4::GFP/RFP ratio, acrylamide-induced, 24 h; inhibition, % at 21.8 µM; 0.49% of 360,000 active; AID 624304;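 active means interference check ratio from 0.5 to 1.5 plus GFP to RFP signal ratio inhibition reaching or exceeding a fixed threshold, cut at about 30% in these data, passing the limit was not always enough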; further: some compounds called inactive have numbers as strong as hits
E coli Lon inh = inhibitors of E. coli Lon protease; 0.42% of 360,000 active; inhibition, % at 7.94 µM; AID 602123; P0A9M0; purified E. coli Lon protease, fluorescence polarization; in the data active means inhibition above about 13%, passing the limit was not always enough;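 further: 0% = enzyme with probe and DMSO and 100% = no enzyme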
MsrA inhibitor = inhibits bovine methionine sulfoxide reductase A; purified bovine MsrA, absorbance read-out; inhibition, % at 15.5 µM; 0.75% of 360,000 active; AID 651718; in the data active means inhibition above about 4.5%;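 further: 0% = vehicle wells with enzyme and 100% = reference inhibitor wells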
Rin1 Abl inh = human Rin1-Abl interaction inhibition; inhibition, % at 7.35 µM; P00519+Q13671; TR-FRET Rin1/Abl binding, biochemical; 0.4% of 360,000 active; in the data active means inhibition above about 5%, passing the limit was not always enough
FAS-TE inh = FAS thioesterase (human) inhibition; P49327; recombinant FAS-TE, OMFH fluorogenic substrate, fluorescence endpoint; inhibition, % at 15 µM; 0.67% of 360,000 active;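 active means compounds whose normalised, plate-corrected inhibition of enzyme fluorescence in the single-dose primary screen is 50% or more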;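 further: 0% = DMSO with enzyme and 100% = substrate without enzyme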
bovine MsrA act = activates bovine MsrA enzyme. activation, % at 10.6 µM. 0.3% of 360,000 active. purified bovine MsrA, absorbance read-out; in the data active means activation above about 7.5%;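 further: 0% = vehicle and 100% = reference activator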
Neddyl block = cullin neddylation inhibition; P61081+Q13564; TR-FRET cullin neddylation, biochemical; calls only at 25 µM; 0.58% of 360,000 active; AID 651699; in the data active means inhibition above about 36%
MT1-MMP act inh = blocks activation of human MT1-MMP; 0.061% of 360,000 active; P50281; GFP/RFP ratio change, % at 20 µM; HT1080 RFP-PRO-GFP cells, GFP/RFP ratio fluorescence, overnight; percent of plate control window, DMSO zero;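 active means GFP/RFP ratio change of at least 30% with cell ATP level not reduced by more than half and red fluorescence within 50% of control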; further: strong numbers were not always called active
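Test system: HT1080 cells expressing an RFP-PRO-GFP fluorescent reporter construct / Compound dosing: single-point 20 µM compound, 1% DMSO / Schedule: cells overnight before dosing, compound overnight, 37 °C, 5% CO2 / Evaluation: GFP/RFP fluorescence ratio / Control set: DMSO and RFP-L50D-GFP cell wells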
CendR NRP1 mod = alters CendR peptide binding to human NRP-1. FAM-RPARPAR peptide binding to NRP-1, fluorescence polarization. inhibition, % at 25 µM. 0.85% of 360,000 active. AID 602438;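 active means inhibition or corrected inhibition above about 18%, plus a signal ratio from 0.5 to 1.5, limit read from the data, passing the limit was not always enough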; further: strong numbers were not always called active
Target sequence (O14786 whole entry, looked up): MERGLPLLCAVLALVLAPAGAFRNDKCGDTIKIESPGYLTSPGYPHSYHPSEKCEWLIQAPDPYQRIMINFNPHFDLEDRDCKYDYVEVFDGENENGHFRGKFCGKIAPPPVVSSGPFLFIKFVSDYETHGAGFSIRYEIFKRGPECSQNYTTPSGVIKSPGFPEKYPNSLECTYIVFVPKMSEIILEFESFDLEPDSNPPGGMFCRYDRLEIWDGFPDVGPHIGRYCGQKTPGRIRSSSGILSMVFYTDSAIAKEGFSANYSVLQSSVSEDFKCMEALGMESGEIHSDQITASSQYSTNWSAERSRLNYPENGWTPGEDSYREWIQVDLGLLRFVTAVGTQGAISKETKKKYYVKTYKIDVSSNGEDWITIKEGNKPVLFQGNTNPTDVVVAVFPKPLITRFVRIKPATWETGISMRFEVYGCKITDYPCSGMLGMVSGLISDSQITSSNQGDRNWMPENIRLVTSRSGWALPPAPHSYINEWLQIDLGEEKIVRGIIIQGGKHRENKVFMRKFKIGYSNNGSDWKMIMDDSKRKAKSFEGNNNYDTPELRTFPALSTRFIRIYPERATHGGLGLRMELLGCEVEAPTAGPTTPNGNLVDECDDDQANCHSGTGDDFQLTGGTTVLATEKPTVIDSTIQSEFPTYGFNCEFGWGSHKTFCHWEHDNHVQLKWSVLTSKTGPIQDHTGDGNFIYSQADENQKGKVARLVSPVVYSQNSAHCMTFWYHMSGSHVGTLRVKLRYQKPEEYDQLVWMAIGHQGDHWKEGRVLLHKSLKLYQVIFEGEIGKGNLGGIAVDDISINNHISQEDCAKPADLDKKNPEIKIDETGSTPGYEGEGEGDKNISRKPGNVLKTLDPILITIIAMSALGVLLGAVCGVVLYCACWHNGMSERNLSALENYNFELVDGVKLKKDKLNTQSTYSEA
Starred values were filed as active, the others as inactive; i = inactive; nt = not tested or not shown. Not a hit list; 4.2% or so of the library scored in one or more.

molecule,SKN-1 inh,E coli Lon inh,MsrA inhibitor,Rin1 Abl inh,FAS-TE inh,bovine MsrA act,Neddyl block,MT1-MMP act inh,CendR NRP1 mod
CCOC(=O)c1ccc(COc2nc3ccccc3nc2-c2ccccc2NC(C)=O)o1,23,-6,0.8,0,-6,-4,i,4,-3
CC(C)CNC(=O)C1C(=O)Nc2ccccc2C(=O)N1C1CCCCC1 (stereo not drawn),-1,nt,1.1,nt,nt,nt,i,0,-1
CC(=O)N1CCN=C1SCc1ccc(C(F)(F)F)cc1,1,-4,0.5,4,4,-2,i,-6,7
CN(C)c1nc(C(=O)Nc2ccccc2)nc(N(C)C)n1,1,0,-0.2,-1,-7,-3,i,-4,15
COc1ccc([C@H]2N[C@]3(CCCN(Cc4ccc(F)cc4)C3=O)[C@H]3C(=O)N(C)C(=O)[C@@H]23)cc1,-2,-15,2.4,-2,-7,-4,i,3,-5
C/C(=N/NC(=O)c1ccccn1)c1ccc(O)cc1,-10,-6,-0.4,-2,-4,-4,i,-2,0
COc1ccc(C2CC(=O)C(C3NCCc4ccccc43)=C(O)C2n2cncn2)cc1 (stereo not drawn),-3,13,-0.9,-1,-4,-14,i,-4,9
CCCCN(C(=O)CNC(=O)c1ccco1)C(C(=O)NC1CCCCC1)c1ccc(OC)cc1OC (stereo not drawn),-10,-2,-2.3,-1,2,-3,i,-4,14
CCOC(=O)C1CCCCN1C(=O)c1cc2ccc(OC)cc2c2cc(OC)c(OC)cc12 (stereo not drawn),-2,5,-0.4,-1,20,-8,i,0,-3
Cc1cccc2c(=O)c(Br)c(C)n(Cc3ccccc3)c12,3,-4,-0.1,0,9,-10,i,-2,2
CCC1CCCCN1C(=O)C1CC(c2cc(Cl)c(OC)cc2OC)=NO1 (stereo not drawn),17,-5,0.0,-2,42,-1,i,8,14
S=C(NCc1cccnc1)Nc1ccc(Cl)c(Cl)c1,-3,-8,1.2,1,12,-5,i,12,1
C[C@H]1COC(=O)[C@@H](CC(=O)OC(C)(C)C)C/C=C\C[C@@H](CC(=O)N[C@H](CO)Cc2ccccc2)C(=O)N1,15,2,-0.5,5,-12,-2,i,1,8
Cc1[nH][nH]c(=O)c1C=NCc1cccs1,-9,2,4.2,-7,-5,0,i,0,3
Cc1cccc(C(=O)NNC(=O)c2c(O)c3ccccc3n(C)c2=O)c1,-7,-4,2.3,1,1,-3,i,4,1
Cc1cc(C)cc(OCCCC(=O)O)c1,21,-4,-0.3,2,-8,-3,i,6,6
O=C(O)CCCC(=O)Nc1ccc(OCc2nc3ccccc3s2)cc1,-3,-4,1.1,1,-6,-7,i,-1,-1
COc1ccc(-n2c(COc3cccc(C)c3)nnc2SCC(=O)NCc2ccco2)cc1,-12,-7,0.3,2,-2,5,i,-1,-15
CCCOc1cc(C)c(Cl)cc1S(=O)(=O)N(CC)CC,-10,3,-0.1,-2,18,0,i,-5,6
OCCn1cnc2c(SCc3ccccc3)ncnc21,-1,-11,1.1,3,-9,-3,i,1,6

Other structures.
molecule,SKN-1 inh,E coli Lon inh,MsrA inhibitor,Rin1 Abl inh,FAS-TE inh,bovine MsrA act,Neddyl block,MT1-MMP act inh,CendR NRP1 mod
O=C(CCCCCNC(=O)c1ccccc1Br)N=Nc1c(O)[nH]c2ccccc12,-14,0,2.8,-5,-4,-4,i,-3,3
CC(C)c1ccc(NC2CCCN(C(=O)CCc3cnn(C)c3)C2)cc1 (stereo not drawn),-1,2,0.7,-1,-4,-3,i,1,8
Cc1ccc(NC(=O)CSc2nnc(Cn3cnc4ccccc43)o2)cc1,-31,0,0.7,2,-6,-6,i,-2,4
CCCc1cc(=O)oc2c(C)c(OCC(=O)N3CCC(C(=O)O)CC3)ccc12,-5,-7,2.0,-1,-4,-4,i,3,-3
COc1ccc(NC(=S)NC(=NS(=O)(=O)c2ccc(Cl)cc2)c2ccccc2)cc1,-14,-2,1.5,0,1,-3,i,2,-3
C=C1CCN(C(C(=O)OC)C(C)C)S(=O)(=O)c2ccccc21 (stereo not drawn),23,8,0.1,5,-2,-5,i,-1,6
CCCCn1c(N)c(N(CC(C)C)C(=O)C(C)SCc2nc3sc(C)c(C)c3c(=O)[nH]2)c(=O)[nH]c1=O (stereo not drawn),-1,-14,0.7,-1,-6,-3,i,-6,-26
Cc1cc(OCCn2cnc3ccccc3c2=O)ccc1[N+](=O)[O-],0,3,0.9,1,-5,-4,i,-2,1
CC(=O)c1cccc(NC(=O)c2cc(S(=O)(=O)N3CCOCC3)cs2)c1,11,-4,0.6,6,-4,-4,i,8,11
Cc1cnc(CN(C)Cc2c(C(=O)N3CCCCCCC3)nc3ccc(Cl)cn23)[nH]1,10,1,0.9,3,-4,-3,i,-4,4
CC(C)C(O)(c1ccccc1)C(CN1CCOCC1)c1ccccc1 (stereo not drawn),6,-4,0.1,-1,10,-7,i,-5,-8
Cc1c(NC(=O)c2ccc3c(c2)OCO3)cccc1-c1nc2ncccc2o1,-1,-1,-0.7,2,-2,5,i,0,-10
CN1CCN(C(=O)c2cc(-c3ccco3)on2)CC1,-2,-3,-1.1,0,-7,0,i,2,-3
COC(=O)CCC(C)N1CCC(Oc2ccc(C(=O)NCc3ccccn3)cc2)CC1 (stereo not drawn),5,-5,-1.5,-2,-9,-4,i,1,6
O=C(CCc1nnc(-c2ccc3c(c2)OCO3)o1)N(Cc1ccncc1)CC1CCCO1 (stereo not drawn),6,-2,-0.8,-3,-7,-2,i,1,-1
O=C(Nc1cccc(Oc2ccccc2)c1)C1Cc2c(-c3ccc4c(c3)OCO4)ccnc2O1 (stereo not drawn),36*,-4,0.2,4,25,-2,i,-1,2
O=c1ccc(/C=C/c2ccccc2)nn1Cc1ccccc1Cl,10,5,1.0,-3,17,-1,nt,2,-4
Brc1ccc(-c2csc(-c3ccncc3)n2)cc1,40*,17,0.1,-2,26,-4,i,3,-6
C/C=C/c1ccc(OCC(=O)OCc2csc(Nc3ccc(C)cc3)n2)c(OC)c1,3,-8,-0.5,-2,21,-3,i,-3,-11
c1ccc(-n2c(Sc3cnccn3)nnc2-c2cccs2)cc1,-20,-3,0.4,0,-5,-13,i,1,16

Carrying on.
molecule,SKN-1 inh,E coli Lon inh,MsrA inhibitor,Rin1 Abl inh,FAS-TE inh,bovine MsrA act,Neddyl block,MT1-MMP act inh,CendR NRP1 mod
CCCCCC(=O)Nc1ccc(C(=O)N/N=C/c2ccc([N+](=O)[O-])cc2)cc1,7,-9,0.4,-3,-15,-4,i,1,-3
C=CCn1c(N)c(C(=O)Nc2cccc(C)c2)c2nc3ccccc3nc21,2,4,-0.5,5,24,-10,nt,-7,-5
CCOc1ccc(NS(=O)(=O)c2cccc(C(=O)NCC3(N(C)C)CCCCC3)c2)cc1,1,6,1.1,3,-4,-2,i,-5,10
CCOC(=O)C1CCCN(C(=O)c2cccc(C(F)(F)F)c2)CC1 (stereo not drawn),-1,5,-0.5,-1,-6,-1,i,-3,1
NCC1C2CCC(O2)C1CO (stereo not drawn),-4,10,-0.1,2,-10,-2,i,3,0
CSCCC(NC(=O)c1ccco1)C(=O)NCC1CCCCC1 (stereo not drawn),-2,-6,1.4,0,-2,-10,i,0,-7
Cc1c(/C=N\NC(=O)c2ccc([N+](=O)[O-])cc2)cnn1C,1,-1,-0.1,-1,0,-3,i,15,9
O=C(C1CCCO1)N(Cc1ccccc1)c1ccccc1 (stereo not drawn),2,-4,-0.4,-2,-4,-7,i,1,-3
CSc1ncc(Cl)c(C(=O)Nc2ccccc2C)n1,10,-4,1.0,-2,-4,-3,i,1,3
COc1ccc(CCN(C)c2ccc(S(=O)(=O)N3CCCC3)cc2[N+](=O)[O-])cc1OC,0,-1,1.6,-4,11,-7,i,5,8
Cc1c(C(=O)NCc2ccco2)oc2c(Cl)cccc12,4,3,-1.3,4,6,-5,i,0,4
CN1CCCN(C(=O)c2cccc(Br)c2)CC1,3,-6,-0.6,2,-4,-2,i,2,-2
CCC(=O)C1CCCN(C(=O)c2ccc(OC)c(OC3CCN(C(C)=O)CC3)c2)C1 (stereo not drawn),15,-10,-0.9,0,-4,-4,i,0,-6
S=C(NCc1ccccn1)Nc1ccc(Cl)cc1,-10,0,-0.2,-2,-4,0,i,6,7
CCC1Oc2ccccc2N(CC(=O)NCc2ccco2)C1=O (stereo not drawn),3,-3,-0.1,3,-4,-3,i,3,-10
CCOC(=O)C1(Cc2cccc(F)c2)CCN(CC(O)CO)CC1 (stereo not drawn),6,-8,-0.4,-3,-7,-3,i,4,4
COc1ccccc1N1CCN(C(c2ccccn2)c2nnnn2C2CCCCC2)CC1 (stereo not drawn),11,-3,1.4,3,-6,-10,i,1,1
CC(C)c1c(C(=O)N/N=C/c2ccncc2)nnn1-c1nonc1N,26,0,-1.6,0,-4,-2,i,1,-5
O=C1C=C(c2ccc(F)nc2)C[C@@H](c2ccc3c(c2)OCO3)C1,16,1,0.3,1,19,0,i,6,-4
O=C(O)c1ccc(NNC(=S)Nc2cc(C(F)(F)F)ccc2Cl)cc1,-14,0,0.9,2,-6,-2,i,2,-11

Later entries:
molecule,SKN-1 inh,E coli Lon inh,MsrA inhibitor,Rin1 Abl inh,FAS-TE inh,bovine MsrA act,Neddyl block,MT1-MMP act inh,CendR NRP1 mod
CC(=O)n1cc([C@H]2C=C(C(N)=O)O[C@@H](OCc3ccc(CO)cc3)C2)c2ccccc21,0,-37,-0.8,2,-2,-4,i,-6,-1
Oc1ccc(Br)cc1-c1cc(-c2ccc(Cl)cc2)n[nH]1,-23,-3,0.0,0,20,-2,i,-3,0
CCCNC(=O)c1ccc2c(=O)c(O)c(-c3cccc(Br)c3)[nH]c2c1,-12,143*,0.5,3,-2,-3,i,6,4
CCOC(=O)/C=c1\s/c(=C\c2ccc(C#N)cc2)c(=O)n1CC(=O)NCc1ccco1,-3,0,0.3,-1,8,-3,i,4,1
COc1ccc(/C=N/NC(=O)c2cc(C34CC5CC(CC(C5)C3)C4)[nH]n2)cc1O,7,1,1.0,0,0,-2,i,5,-3
CCOC(=O)N1CCN(C(=O)CSc2nnc(Cn3c(=O)sc4ccccc43)n2C)CC1,9,-2,0.7,1,-1,-2,i,2,-2

An excerpt of these results, with values under each structure:
Screens in order – SKN-1 inh | E coli Lon inh | MsrA inhibitor | Rin1 Abl inh | FAS-TE inh | bovine MsrA act | Neddyl block | MT1-MMP act inh | CendR NRP1 mod
> Cc1[nH][nH]c(=O)c1C=NCc1cccs1
 : -9 | 2 | 4.2 | -7 | -5 | 0 | i | 0 | 3
> Cc1cccc(C(=O)NNC(=O)c2c(O)c3ccccc3n(C)c2=O)c1
 : -7 | -4 | 2.3 | 1 | 1 | -3 | i | 4 | 1
